# JMJD2C inh: blocks human GASC-1 demethylase activity. AID 2099. inhibition, % at 2.35 µM. GST-JMJD2C(1-420) H3K9me3 demethylation, DELFIA europium. Q9H3R0. 330,000 tested, 0.069% active;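 active = more than half of a compound's replicate wells show inhibition beyond 50%, single wells judged on their own value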;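 also: signal counts dimethyl H3K9 product captured on neutravidin plate; 0% = median of DMSO wells and 100% = 0.3 times that DMSO median; strong numbers were not always called active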
# Target sequence (Q9H3R0 1-420 limits assumed): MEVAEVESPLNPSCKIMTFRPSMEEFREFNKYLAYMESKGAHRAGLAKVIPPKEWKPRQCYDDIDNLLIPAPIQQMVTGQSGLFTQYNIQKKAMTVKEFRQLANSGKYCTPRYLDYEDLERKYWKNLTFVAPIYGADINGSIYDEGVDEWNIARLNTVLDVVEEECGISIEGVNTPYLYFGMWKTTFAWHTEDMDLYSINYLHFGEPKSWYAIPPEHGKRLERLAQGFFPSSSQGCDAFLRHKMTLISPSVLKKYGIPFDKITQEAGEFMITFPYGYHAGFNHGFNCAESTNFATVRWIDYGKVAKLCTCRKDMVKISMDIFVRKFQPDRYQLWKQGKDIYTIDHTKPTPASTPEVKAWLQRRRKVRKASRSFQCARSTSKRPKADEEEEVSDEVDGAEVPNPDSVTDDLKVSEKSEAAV
# VLA-4 inh: inhibition in a human VLA-4 binding assay; AID 2557; 330,000 tested, 0.2% active; P13612; inhibition, % (about 7 µM as worked out from the volumes in the protocol); VLA-4 expressing cells, ligand binding flow cytometry; in the data active = inhibition above about 50%
# HCV core dimer: blocks dimerization of HCV core protein; 300,000 tested, 0.33% active; TR-FRET GST/Flag-core106 dimerization, 1536-well; inhibition, % at 5 µM;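 active = inhibition above the mean of all tested compounds plus 3 SD, set per screening campaign, cut at about 45% in these data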
#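 Test system: GST/Flag-tagged HCV core106 proteins; Medium: KF-containing HEPES buffer, pH 7.45, DTT, CHAPS, BSA; Times: compound-protein-antibody incubation 4 h at 22.5 °C; Detection: TR-FRET 671 and 617 nm emission; Benchmarks: wells lacking GST-core106 and wells with excess unlabelled core106.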
# GRK2 aptamer HTS: inhibitors of human GRK2 displacing RNA aptamer. inhibition of aptamer binding, % at 10 µM. AID 488847. 330,000 tested, 0.59% active. bead flow cytometry, FAM-aptamer displacement from GRK2. P25098;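 active = inhibition of aptamer binding above 40%, roughly 3 SD of noise, on plates passing a quality check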;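 also: median bead fluorescence of bound FAM aptamer so fluorescent compounds give negative values; no value below 0 was filed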
# procasp7 counter: counter-screen: procaspase-7 (human) activation; AID 463210; 330,000 tested, 0.093% active; P55210; recombinant procaspase-7, Ac-DEVD-pNA absorbance 405 nm; D23A/D198A/D206A triple mutant, cannot self-cleave; scale: DMSO 0, 5 µM enzyme 100; activation, % at 8.5 µM;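 active = percent activation above the screen-wide mean plus 3 SD, cut at about 25% in these data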
# Target sequence (P55210 whole entry D23A/D198A/D206A): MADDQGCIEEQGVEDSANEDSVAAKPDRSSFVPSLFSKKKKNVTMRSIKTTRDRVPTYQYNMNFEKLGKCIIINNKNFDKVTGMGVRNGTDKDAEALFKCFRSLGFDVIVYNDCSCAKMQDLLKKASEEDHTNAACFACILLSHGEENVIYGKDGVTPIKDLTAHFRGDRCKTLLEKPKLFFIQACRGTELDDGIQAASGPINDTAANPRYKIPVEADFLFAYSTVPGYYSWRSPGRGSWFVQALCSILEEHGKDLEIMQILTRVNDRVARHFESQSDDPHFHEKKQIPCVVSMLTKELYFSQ
#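 Detection: p-Nitroaniline absorbance at 405 nm, read at 0 and 120 min; system: Uncleavable procaspase-7 mutant enzyme; evaluation: % activation from two-timepoint absorbance difference, scaled to controls; times: 1 h enzyme–compound preincubation and 2 h substrate reaction, both 25 °C; buffer or medium: Zinc-free HEPES pH 7.4 with 300 mM NaCl, 0.01% Triton X-100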
# procasp3 activ: activators of human procaspase-3 | P42574 | recombinant procaspase-3 D3A, Ac-DEVD-pNA absorbance 405 nm | activation, % at 8.5 µM | 330,000 tested, 0.11% active | AID 463141;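 active = activation above the mean of all tested compounds plus 3 SD, cut at about 21% in these data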;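 also: 0% = DMSO alone and 100% = DMSO wells spiked with extra 5 µM PC-3 D3A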
# Target sequence (P42574 whole entry D9A/D28A/D175A): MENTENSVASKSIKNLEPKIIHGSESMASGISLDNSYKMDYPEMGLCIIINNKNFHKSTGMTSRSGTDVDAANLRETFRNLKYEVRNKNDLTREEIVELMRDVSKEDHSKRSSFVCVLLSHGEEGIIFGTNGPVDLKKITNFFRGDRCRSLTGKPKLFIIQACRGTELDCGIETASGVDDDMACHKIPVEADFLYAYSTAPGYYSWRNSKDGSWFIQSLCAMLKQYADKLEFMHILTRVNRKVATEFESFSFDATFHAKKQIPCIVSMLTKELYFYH
#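 Assay system – Procaspase-3 D3A mutant · Benchmarks – DMSO low control, extra-enzyme high control · Technique – 405 nm absorbance of p-nitroaniline, reads at 0 and 120 min · Doses – 8.5 µM nominal · Measure – % activation between DMSO and enzyme-spiked controls · Also added – Ac-DEVD-pNA chromogenic peptide substrate · Schedule – 1 h compound preincubation, 2 h substrate hydrolysis at 25 °C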
# PP1 inh: counter-screen for PP5 inhibitors: inhibitors of human PP1-alpha. P62136. purified PP1alpha, OMFP fluorescence. inhibition, % at 6.7 µM. 320,000 tested, 0.9% active. AID 2235;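 active = inhibition above the mean inhibition of all tested compounds plus 3 SD, computed separately for each screening campaign, cut at about 15% in these data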
# PP5 inh: PP5 (human) phosphatase inhibition; inhibition, % at 6.7 µM; 320,000 tested, 0.18% active; AID 1987; purified PP5c, OMFP substrate fluorescence; P53041;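 active = inhibition above the campaign's mean inhibition across all tested compounds plus 3 SD, cut at about 9.5% in these data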;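 also: 0% = DMSO only and 100% = 100 µM cantharidin control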
# Fh CTSL1 inh: cathepsin L1 inhibition, PFM18AAP counter-screen; recombinant F. hepatica cathepsin L1, Z-Leu-Arg-MCA fluorescence; inhibition, % at 5.96 µM; 300,000 tested, 0.49% active; AID 1906;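 active = inhibition above the mean of all tested compounds plus 3 SD, set per screening campaign, cut at about 17% in these data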;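 also: 0% = plate median of test compound wells and 100% = 1 µM Z-Phe-Ala-diazomethylketone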
# * hit, by the source's call; i = inactive; x = not tested or not shown.
# Below each compound – JMJD2C inh	VLA-4 inh	HCV core dimer	GRK2 aptamer HTS	procasp7 counter	procasp3 activ	PP1 inh	PP5 inh	Fh CTSL1 inh
1. O=C(NC1CC1)C1CC(=O)N(c2ccccc2)C1 (centres undefined)
  -7	8	-3	3	1	2	-3	0.6	-2
2. CNC(=O)CN(c1ccc(F)cc1)S(=O)(=O)c1cc(C)ccc1OC
  3	-1	0	1	6	-3	0	2.6	6
3. Cc1cccc(NC(=O)NC2(C(=O)NCc3ccco3)CCCCC2)c1
  15	4	-7	1	-4	-1	0	0.3	4
4. O=C(Nc1cccc(Br)c1)c1ccccc1-c1ccccc1
  6	10	5	0	-2	-9	4	1.1	1
5. CC(=O)N(CN1C(=O)CCC1=O)c1ccc(Cl)c(Cl)c1
  4	8	-1	0	6	6	-1	-1.8	0
6. CC(C)N1CCN(C(=O)c2ccc([N+](=O)[O-])cc2)CC1
  -5	22	3	1	-7	-1	-4	0.2	2
7. CCOC(=O)c1sc(=S)n(-c2cc(F)ccc2F)c1N
  -13	x	-4	0	-7	0	-1	1.9	0
8. Cc1ccc(NC=C(S(=O)(=O)c2ccccc2)S(=O)(=O)c2ccccc2)cc1
  2	12	2	0	4	-3	-1	0.6	-3
9. Cc1cc(C(=O)COC(=O)c2cc(Cl)c(O)c(Cl)c2)c(C)n1C
  -3	1	x	10	-14	10	8	2.5	x
10. Cc1cc(Cl)c(S(=O)(=O)N2CCN(c3cccc(C)c3C)CC2)cc1OCC(N)=O
  3	2	-2	2	10	10	4	4.0	2
11. O=C(CCC1CCCCC1)NC1=NCCS1
  -13	8	0	0	2	3	0	0.2	2
12. COC(=O)c1ccc(OC(=O)c2ccccc2F)cc1
  -4	-13	-6	0	-2	-7	0	1.5	-3
13. CC1(c2ccccn2)Nc2ccccc2-c2nc3ccccc3n21 (centres undefined)
  -3	-2	3	0	3	-2	4	0.5	3
14. CCCOCC(O)COc1ccccc1C(=O)N1CCOCC1 (centres undefined)
  6	-3	-4	0	-13	6	3	0.1	-3
15. Cc1ccc(/C=N/NC(=O)Cn2nc(C)c([N+](=O)[O-])c2C)o1
  -12	27	-1	0	6	-3	-1	0.1	4
16. C=CCn1sc(=N)c(C#N)c1N
  -3	12	-2	0	-7	-6	-1	1.2	-3
17. CCN1CCCC1CNS(=O)(=O)c1c(C)cc(C)cc1C (centres undefined)
  -31	12	-1	0	3	9	-3	1.2	-4
18. CC(C)C(NC(=O)OC(C)(C)C)C(=O)NC(CCC(=O)OCc1ccccc1)C(N)=O (centres undefined)
  9	4	0	0	1	-1	-2	0.1	-5
19. CCCCCCSc1ccc(-c2nc3ccccn3c2NCCCC)cc1
  -8	-25	1	1	2	4	11	3.3	1
20. CCOC(=O)C(C)Sc1nc2c(c(-c3cccs3)c1C#N)CCC2 (centres undefined)
  3	-4	9	6	-97	-96	6	1.1	1
21. CCOc1ccc(S(=O)(=O)N2CCC(C(=O)N3CCN(c4ccccc4F)CC3)CC2)cc1C
  8	-9	13	2	9	6	3	6.0	4
22. COCCNC(=O)CCc1ccc(S(=O)(=O)Nc2ccc(C)cc2)cc1
  4	5	0	0	13	-2	-9	1.7	-5
23. Cc1ccc(C(=O)O)cc1N1C(=O)c2cccc3cc(Br)cc(c23)C1=O
  9	10	11	0	0	1	4	0.1	0
24. CCOC(=O)[C@H]1[C@H]2COc3ccc(OC)cc3[C@@H]2N2C(=O)c3cc(OC)c(OC)cc3NC(=O)[C@@]12C
  -7	x	-1	x	-19	-8	-1	3.5	-1
25. O=C(NNC(=O)c1cc(-c2ccncc2)nc2ccccc12)Nc1ccc(F)cc1
  8	1	7	0	13	6	0	2.7	1
26. Cc1ccc(C)c(N(CC(=O)NC(C)(C)C)C(=O)CNC(=O)c2cccs2)c1
  15	-15	-2	4	-1	-1	-4	2.9	1
27. O=C1OC(/C=C/c2ccccc2)=NC/1=C/C=C/c1ccccc1
  -3	17	19	5	-3	3	2	2.0	-1
28. CCNC(=O)NC(=O)C(C)OC(=O)C1CCN(S(=O)(=O)c2ccccc2C(=O)OC)CC1 (centres undefined)
  -2	18	-1	0	4	11	-3	-1.3	-2
29. C/C(=N/NS(=O)(=O)c1ccc(Cl)cc1)c1cccc(O)c1
  8	6	-4	1	-3	-9	-1	0.1	2
30. CCOC(=O)C1=C(COC(=O)c2cc(Br)c(Br)s2)NC(=O)NC1C (centres undefined)
  4	4	3	0	4	15	5	5.0	4
31. COc1cc(CCC(C)=O)ccc1OC(=O)c1c(F)cccc1Cl
  -9	-7	5	3	-1	0	-5	1.8	-2
32. CC(C)CNC(=O)NC(=O)COc1ccc(C=O)cc1
  i	1	1	0	0	3	-1	-1.8	3
33. COc1ccc(-n2c(=O)c3c4c(sc3n(CC(N)=O)c2=O)CCCCC4)cc1
  5	2	3	1	-2	-1	-4	-1.0	-5
34. Cc1ccccc1NC(=O)Cn1c(=O)n(CC2CCCO2)c(=O)c2ccccc21 (centres undefined)
  4	6	-1	0	19	-2	-6	-0.1	3
35. COCCc1nnc(NC(=O)Cc2ccccc2)s1
  8	7	-1	0	-4	-2	-4	2.9	-3
36. COC(=O)c1ccc2c(=O)n(NC(C)=O)c(=S)[nH]c2c1
  -19	4	-4	4	10	0	-4	1.4	0
37. Cc1ccc(S(=O)(=O)N(CC(=O)NCC2CCCO2)C2CCCCC2)cc1 (centres undefined)
  5	18	3	0	-6	12	3	1.4	1
38. COc1ccc(C2(C(=O)N3CCC(n4nc(-c5ccccc5)oc4=O)CC3)CC2)cc1
  -16	4	-1	0	2	1	-1	-0.4	1
39. CCCOc1ccc(CSC2=NCCN2)cc1[N+](=O)[O-]
  -4	-1	0	0	-4	9	-3	0.4	1
40. COc1ccc(C(=O)N[C@H]2COC(C)(C)O[C@H]2c2ccccc2)cc1
  4	-21	3	4	8	-1	1	-0.1	3

# A draw from above in order of molecular weight, highest first.
# Below each compound – JMJD2C inh	VLA-4 inh	HCV core dimer	GRK2 aptamer HTS	procasp7 counter	procasp3 activ	PP1 inh	PP5 inh	Fh CTSL1 inh
30. CCOC(=O)C1=C(COC(=O)c2cc(Br)c(Br)s2)NC(=O)NC1C (centres undefined)
  4	4	3	0	4	15	5	5.0	4
38. COc1ccc(C2(C(=O)N3CCC(n4nc(-c5ccccc5)oc4=O)CC3)CC2)cc1
  -16	4	-1	0	2	1	-1	-0.4	1
40. COc1ccc(C(=O)N[C@H]2COC(C)(C)O[C@H]2c2ccccc2)cc1
  4	-21	3	4	8	-1	1	-0.1	3
29. C/C(=N/NS(=O)(=O)c1ccc(Cl)cc1)c1cccc(O)c1
  8	6	-4	1	-3	-9	-1	0.1	2

# Some of the entries above in a different format:
19. CCCCCCSc1ccc(-c2nc3ccccn3c2NCCCC)cc1
5. CC(=O)N(CN1C(=O)CCC1=O)c1ccc(Cl)c(Cl)c1
1. O=C(NC1CC1)C1CC(=O)N(c2ccccc2)C1 (centres undefined)
6. CC(C)N1CCN(C(=O)c2ccc([N+](=O)[O-])cc2)CC1
36. COC(=O)c1ccc2c(=O)n(NC(C)=O)c(=S)[nH]c2c1
Screen / compound no. | 19 | 5 | 1 | 6 | 36
JMJD2C inh | -8 | 4 | -7 | -5 | -19
VLA-4 inh | -25 | 8 | 8 | 22 | 4
HCV core dimer | 1 | -1 | -3 | 3 | -4
GRK2 aptamer HTS | 1 | 0 | 3 | 1 | 4
procasp7 counter | 2 | 6 | 1 | -7 | 10
procasp3 activ | 4 | 6 | 2 | -1 | 0
PP1 inh | 11 | -1 | -3 | -4 | -4
PP5 inh | 3.3 | -1.8 | 0.6 | 0.2 | 1.4
Fh CTSL1 inh | 1 | 0 | -2 | 2 | 0

# (listing goes on)
# Below each compound – JMJD2C inh	VLA-4 inh	HCV core dimer	GRK2 aptamer HTS	procasp7 counter	procasp3 activ	PP1 inh	PP5 inh	Fh CTSL1 inh
41. COC(=O)Cc1ccc(NC(=S)NCc2ccc(OC)cc2)cc1
  10	10	3	6	-5	-6	1	1.7	2
42. CCN(CC(=O)NCc1ccc(Cl)cc1)C(=O)CSc1ccccc1F
  72	-4	-7	0	1	11	-5	1.2	1
43. Nc1nc(Nc2ccc(Cl)cc2)n[nH]1
  10	2	-5	0	8	3	0	1.3	3
44. O=C(/C=C/c1ccccc1)NC(=S)Nc1ccc(CN2CCOCC2)cc1
  1	2	-2	2	14	-3	1	-0.1	2
45. C#CCOCCOCCOCCNc1nc(N2CCN(C(=O)C(Cc3cc4ccccc4[nH]3)n3cc(C(N)C(C)CC)nn3)CC2)nc(N2CCN(C(=O)C(Cc3cc4ccccc4[nH]3)n3cc(C(N)C(C)CC)nn3)CC2)n1 (centres undefined)
  -19	x	1	x	-4	3	27*	3.7	0
46. Cc1ccc(C(C)C)c(OCC(=O)NNC(=O)CC2OC(=O)c3ccccc32)c1 (centres undefined)
  -4	-18	0	0	11	-12	2	1.9	-3
47. Cc1ccc(C(=O)NNC(=O)CSc2n[nH]c(-c3cccnc3)n2)cc1
  -11	3	3	0	1	6	-3	0.9	-4
48. CCOC(=O)N1CCN(C(=O)c2ccc(Cl)c(S(=O)(=O)N3CCCC3)c2)CC1
  -7	10	-8	0	19	0	0	-2.1	2
49. CCC1=[N+](C)CCn2c(C)ccc21
  5	-9	-3	0	13	-9	4	3.4	3
50. O=C(c1cc(COc2c(F)cccc2F)on1)N1CCC(c2ccccc2Cl)C1 (centres undefined)
  -10	6	7	0	9	1	2	1.8	1
51. CC(C)c1ccc(NC(=O)CCc2ccccc2)cc1
  -13	13	0	1	5	-3	0	1.2	-3
52. O=C(NCc1ccccc1)C1=C[C@H](c2coc3ccccc3c2=O)C[C@H](OCCCCO)O1
  -5	-7	-9	0	-7	-4	6	-0.3	-4
53. O=c1c2ccccc2nc2n1CCO2
  22	5	-2	0	2	-1	1	3.0	-2
54. CCc1ccc(S(=O)(=O)/N=C2\C=C(Nc3cccc(C(=O)O)c3)C(=O)c3ccccc32)cc1
  15	5	2	6	-10	-5	13	11*	51*
55. O=C(c1ccc(CNc2c(N3CCCC3)c(=O)c2=O)cc1)N1CCN(C2CCCCC2)CC1
  -1	2	-2	2	10	7	-5	0.7	6
